# High-throughput results from PubChem BioAssay.
# CYP2C19 inh: blocks human cytochrome P450 2C19; P33261; CYP2C19 Supersomes, luciferin-H EGE luminescence, 30 min; inhibition, % at 5 µM; 96,000 tested, 21% active; AID 778;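 active means CYP2C19 inhibition above a set limit at 5 µM in the primary screen, cut at about 50% in these data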;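 further: plate controls were negative control wells for no effect and 2.5 mM tranylcypromine positive control for full effect; values of inactives mirror those of a sister screen read the other way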
# HUVEC tox TNFa: HUVEC cytotoxicity counter-screen, TNF alpha stimulated; HUVEC TNFalpha-stimulated, Hoechst cell count, imaging; cell count reduction, % at 2 µM; 93,000 tested, 0.17% active;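 active means cell count reduction exceeding the screen mean by over 5 SD, scaled to untreated wells per plate, cut at about 78% in these data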;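 further: cells counted after 24 h of TNF alpha exposure following the 1 h pretreatment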
# Candida biofilm: kills Candida albicans biofilms; C. albicans biofilm + clotrimazole, Alamar Blue; inhibition, % at 6 µM; 85,000 tested, 0.14% active; AID 834;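 active means inhibition above 20%; inactive means inhibition below 20%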;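 further: preformed 24 hr biofilms exposed to compound for 48 hr; 0% = biofilm without compound and 100% = blank killed by clotrimazole plus chlorhexidine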
# DAT uptake mod: human DAT dopamine uptake with cocaine, either direction. LLC-PK1 hDAT cells, [14C]-dopamine uptake with cocaine IC80; actives deviate in either direction. AID 449768. B-score at 10 µM. 110,000 tested, 1.3% active. Q01959;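 active means Z score or B-score, a plate-position-corrected score, falls beyond the plate's 99.7% confidence bounds, in either direction; inactive means both scores lie inside the 99.7% bounds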;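 further: scored against the spread of the other compound wells on the same plate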
# CYP2C19 activ: activators of human cytochrome P450 2C19; P33261; recombinant CYP2C19, luciferin-H EGE luminescence; active compounds read high; 0 = fully inhibited enzyme, 1 = untreated enzyme; activation factor at 5 µM; 96,000 tested, under 10 active; AID 1025;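 active means activation factor of at least 2 at 5 µM in the primary screen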;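 further: 0 = wells with 2.5 mM tranylcypromine and 1 = vehicle-only wells; values of inactives mirror those of a sister screen read the other way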
# CYP2C9 inhib: inhibitors of human CYP2C9; 96,000 tested, 20% active; AID 777; CYP2C9 Supersomes, luciferin-H conversion, luminescence; inhibition, % at 5 µM; P11712;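 active means blocking of liver enzyme CYP2C9 beyond about 50% at 5 µM, limit read from the data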; further: values of inactives mirror those of a sister screen read the other way
# Target sequence (P11712 whole entry, looked up): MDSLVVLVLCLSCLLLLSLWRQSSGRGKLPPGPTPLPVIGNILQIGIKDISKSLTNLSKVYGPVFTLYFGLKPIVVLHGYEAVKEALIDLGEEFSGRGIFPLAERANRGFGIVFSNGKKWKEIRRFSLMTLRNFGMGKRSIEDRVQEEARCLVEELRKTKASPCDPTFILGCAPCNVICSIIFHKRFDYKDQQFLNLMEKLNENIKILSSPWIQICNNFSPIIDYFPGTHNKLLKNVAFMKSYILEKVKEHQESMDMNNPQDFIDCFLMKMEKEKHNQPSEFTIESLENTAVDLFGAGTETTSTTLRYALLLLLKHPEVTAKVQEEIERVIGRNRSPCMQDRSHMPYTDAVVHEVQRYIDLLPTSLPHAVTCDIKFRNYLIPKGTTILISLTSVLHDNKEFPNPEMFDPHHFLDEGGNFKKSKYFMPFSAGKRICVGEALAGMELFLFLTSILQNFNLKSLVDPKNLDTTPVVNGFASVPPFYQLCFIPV
# CYP2C9 activ: CYP2C9 (human) activation. 96,000 tested, 1.4% active. recombinant CYP2C9, luciferin-H conversion, luminescence; active compounds read high; factor 1 = untreated enzyme, 0 = blocked. activation factor at 5 µM. P11712. AID 1024;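 active means activation factor of 2 or more for CYP2C9 at a 5 µM dose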;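 further: 0 = sulfaphenazole-blocked wells and 1 = vehicle-only wells; values of inactives mirror those of a sister screen read the other way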
# IL1B cytotox: HUVEC cytotoxicity counter-screen, IL-1B stimulated; HUVEC cell count loss, Hoechst imaging; AID 845; cell count reduction, % at 2 µM; 94,000 tested, 0.41% active;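 active means cell count reduction more than 3 SD above the screen-wide mean, cut at about 70% in these data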;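 further: normalized per plate to untreated control cells as the no-loss baseline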
# VCAM1 TNFa inh: reduces TNF alpha induced VCAM1 expression in HUVEC. AID 802. inhibition, % at 2 µM. HUVEC TNFa-induced VCAM-1 immunofluorescence, high-content imaging. 95,000 tested, 0.48% active;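 active means inhibition above the batch mean plus 3 SD, with images confirmed as a hit by eye, cut at about 37% in these data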;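 further: 0% = TNF-stimulated DMSO wells and 100% = unstimulated control wells; not every result past the cut was called active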
# Starred values were filed as active, the others as inactive; · = no result given.
SMILES,CYP2C19 inh,HUVEC tox TNFa,Candida biofilm,DAT uptake mod,CYP2C19 activ,CYP2C9 inhib,CYP2C9 activ,IL1B cytotox,VCAM1 TNFa inh
CCc1nc(SCC(=O)N2CCC(Cc3ccccc3)CC2)c2c(=O)n(C)c(=O)n(C)c2n1,12,-28,·,0.16,0.9,10,0.9,-1,-8
CCN(CC)S(=O)(=O)c1ccc(NC(=O)C2COc3ccccc3O2)cc1 (stereo unspecified),23,·,2,-0.44,0.8,72*,0.3,·,·
CN1C(=O)CSC1=NC12CC3CC(CC(C3)C1)C2,6,-12,-1,-0.53,0.9,-6,1.1,3,26
Cn1c(N2C(=O)CC(Cc3ccccc3)C2=O)nc2ccccc21 (stereo unspecified),·,4,-2,-0.37,·,·,·,-31,13
Nc1c(C(=O)NCc2ccc(F)cc2)c2nc3ccccc3nc2n1CCCN1CCOCC1,36,-11,3,-0.33,0.6,20,0.8,0,4
CC(C)C(NC(=O)CC12CC3CC(CC(C3)C1)C2)C(=O)O (stereo unspecified),7,-21,8,·,0.9,13,0.9,-19,6
Cc1cc(SCNC(=O)c2ccccc2)ncn1,20,·,4,0.31,0.8,-7,1.1,·,·
O=C(Cc1ccccc1)NNC(=O)c1cccs1,30,-3,·,-0.48,0.7,0,1,10,7
CC1CN(C(=O)c2ccccc2)OC(c2ccc3c(c2)OCO3)O1 (stereo unspecified),13,-1,3,0.11,0.9,30,0.7,-53,13
c1ccc2nc3[nH]cnc3nc2c1,-5,·,12,-0.077,1,-6,1.1,·,·
COc1ccc(CCNC(=O)C2(C)CCC(=O)N2Cc2ccc3c(c2)OCO3)cc1OC (stereo unspecified),54*,-26,·,1.8,0.5,-1,1,14,7
O=C(NCc1cccs1)c1ccc2c(c1)ncn2C1CCCC1,6,88*,5,1.9,0.9,25,0.7,34,30
Cc1nc2scc(-c3cccs3)c2c(=O)o1,80*,-1,13,0.033,0.2,55*,0.5,21,4
CN1CCN(c2nc(C#N)cc(-c3ccccc3)n2)CC1,17,-1,4,0.47,0.8,-9,1.1,0,5
FC(F)(F)c1ccccc1NC(=S)N1CCN(c2ncccn2)CC1,42,-30,·,-0.068,0.6,24,0.8,1,-4
COC(=O)c1c(NC(=O)CSc2nnc(-c3cccnc3)n2Cc2ccco2)sc(C)c1C,84*,0,4,1.9,0.2,85*,0.1,7,-10
Brc1ccc2c(c1)C(c1cccs1)=NNC(c1cccnc1)=N2,29,-5,·,-0.75,0.7,21,0.8,18,1
O=C(Nc1ccc2c(c1)OCO2)c1ccc(COc2ccc3c(c2)CCC3)o1,38,-20,7,0.047,0.6,40,0.6,16,13
CCS(=O)(=O)c1ccc2oc(SCC(=O)NC(C)C3CC4CCC3C4)nc2c1 (stereo unspecified),10,0,-1,-0.51,0.9,24,0.8,1,-4
COC(CNC(=O)c1ccc2c(c1)nc(C)n2-c1ccc(F)c(F)c1)OC,·,-14,3,-1.2,·,·,·,·,-2
O=C1c2ccccc2NC(c2ccc(F)cc2)N1Cc1ccco1 (stereo unspecified),53*,32,3,0.49,0.5,68*,0.3,-1,-32
COc1nc2c(C)cccc2cc1-c1noc(-c2ccncc2)n1,63*,·,-5,·,0.4,50,0.5,·,·
O=C(c1ccco1)N1CCN(c2ccccc2F)CC1,14,8,-2,-0.65,0.9,-16,1.2,6,-6
NC(=O)c1sc2nccc(Nc3ccccc3)c2c1N,5,·,10,1.1,0.9,10,0.9,·,·
CCCN1C2CCCC1CC(NC(=O)C1CCCCC1)C2 (stereo unspecified),·,-14,4,0.58,·,·,·,-13,-1

# Some entries already given with just Candida biofilm:
canonical_smiles	Candida biofilm
CN1C(=O)CSC1=NC12CC3CC(CC(C3)C1)C2	-1
Cn1c(N2C(=O)CC(Cc3ccccc3)C2=O)nc2ccccc21 (stereo unspecified)	-2

# Ordered by value in CYP2C19 activ (largest number first): some entries from above
structure | CYP2C19 activ
c1ccc2nc3[nH]cnc3nc2c1 | 1
CN1C(=O)CSC1=NC12CC3CC(CC(C3)C1)C2 | 0.9
O=C(Cc1ccccc1)NNC(=O)c1cccs1 | 0.7
Nc1c(C(=O)NCc2ccc(F)cc2)c2nc3ccccc3nc2n1CCCN1CCOCC1 | 0.6
O=C1c2ccccc2NC(c2ccc(F)cc2)N1Cc1ccco1 (stereo unspecified) | 0.5
COC(=O)c1c(NC(=O)CSc2nnc(-c3cccnc3)n2Cc2ccco2)sc(C)c1C | 0.2

# (continued)
SMILES,CYP2C19 inh,HUVEC tox TNFa,Candida biofilm,DAT uptake mod,CYP2C19 activ,CYP2C9 inhib,CYP2C9 activ,IL1B cytotox,VCAM1 TNFa inh
CC(Oc1ccccc1)C(=O)N1CCCc2ccccc21 (stereo unspecified),91*,-2,4,-0.57,0.1,56*,0.4,-30,6
CCCCNC(=O)CCn1c(=O)c2ccccc2n(CC(=O)N2CC(C)CC(C)C2)c1=O (stereo unspecified),39,-1,4,0.6,0.6,95*,0,2,0
Cc1cc(OCC(=O)N2CCOCC2)cc2oc(=O)c3ccccc3c12,·,-1,0,-0.42,·,·,·,-31,2
COc1ccccc1-n1c(SCC(=O)Nc2ccc3c(c2)OCO3)nc2c(c1=O)SCC2,47,-2,5,·,0.5,42,0.6,-4,2
CCN(CC)C(=O)C1CCN(S(=O)(=O)c2cccc3nonc23)CC1,65*,-10,4,-0.73,0.3,-70,1.7,·,3
O=C(COC(=O)C12CC3CC(CC(O)(C3)C1)C2)N1CCN(S(=O)(=O)c2ccc(Cl)cc2)CC1,·,2,6,0.0073,·,·,·,-21,20
COc1ccccc1N1CCN(C(=O)c2oc3cc(C)cc(C)c3c2C)CC1,·,-7,10,1.2,·,·,·,15,-18
CCCCOC(=S)NC(=O)c1sc2ccccc2c1Cl,-8,-19,·,-0.12,1.1,37,0.6,-72,-10
O=C(Oc1cc(-c2ccccc2)no1)c1ccc(F)cc1,-16,2,2,-0.44,1.2,-10,1.1,·,-9
COc1ccc(N2CCN(Cc3ccc(Br)s3)CC2)cc1,96*,3,6,-0.17,0,78*,0.2,8,-6
COc1ccc(-c2ccc(-c3noc(-c4ccccc4)n3)c(OC)n2)cc1,2,-14,3,0.03,1,9,0.9,-8,13
CCOC(=O)C1=C(C)N=C2SCCC(=O)N2C1c1ccc(C(=O)OC)cc1 (stereo unspecified),68*,-14,4,-0.3,0.3,22,0.8,-77,12
CCN1CCN(C(=O)CS(=O)(=O)Cc2nc(-c3ccc(C)cc3)oc2C)CC1,4,·,3,-0.81,1,20,0.8,·,·
COCCn1c(SCC(=O)OCc2ccccc2)nc2c1c(=O)[nH]c(=O)n2C,-9,·,11,-0.29,1.1,-3,1,·,·
Cc1cccc(NC(=S)Nc2ccc(Br)cc2)c1,67*,40,·,-0.24,0.3,2,1,-12,24
CC(=O)Nc1nc(N)n(-c2ccccc2)n1,-18,-14,8,0.36,1.2,-19,1.2,-122,-10
CCC(=O)Nc1ccc(F)c(Cl)c1,5,-25,3,-0.31,1,-6,1.1,-5,10
COc1ccc(-c2ccc(SCC(=O)NCc3ccco3)nn2)cc1OC,29,-18,10,0.87,0.7,32,0.7,6,1
CCOC(=O)N1CCN(C(=O)CN(C)S(=O)(=O)c2ccc3c(c2)C(C)(C)C(=O)N3C)CC1,5,·,-1,·,0.9,20,0.8,·,·
CN=C(C)c1c(O)c2ccccc2oc1=O,23,-24,7,0.029,0.8,25,0.7,·,-2
COc1ccc(/C=N/n2cnnc2)cc1COc1ccccn1,3,-25,6,-0.73,1,1,1,-55,-5
Cc1ccc(NC(=S)NNc2ncc(C(F)(F)F)cc2Cl)c(C)c1,67*,-2,·,1.4,0.3,-58,1.6,-2,-8
O=C1c2cccc3cccc(c23)C(=O)N1c1nccs1,-4,51,11,-0.89,1,-25,1.3,-23,32
CN(C(=O)CSc1nc2c(c(=O)[nH]1)CCCC2)C1CCCCC1,22,-17,8,0.7,0.8,69*,0.3,-52,19
COc1ccc(S(=O)(=O)N2CCN(CC(=O)Nc3ccc(F)c(F)c3)CC2)cc1,70*,-4,-10,0.22,0.3,-123,2.2*,6,6
O=C(CSc1nc2ccccc2o1)N1CCN(C(=O)c2ccco2)CC1,39,6,8,1.4,0.6,38,0.6,12,8
Cc1ccc(C)c(NC(=O)C(Sc2nncn2C)c2ccccc2)c1 (stereo unspecified),24,-34,1,0.14,0.8,-6,1.1,-14,10
COc1ccc(-c2nc(C#N)c(NCC3CCCO3)o2)cc1OC (stereo unspecified),67*,-40,10,0.81,0.3,71*,0.3,-5,-19

# Sorted by heavy-atom count (low to high): part of the list above
SMILES,CYP2C19 inh,HUVEC tox TNFa,Candida biofilm,DAT uptake mod,CYP2C19 activ,CYP2C9 inhib,CYP2C9 activ,IL1B cytotox,VCAM1 TNFa inh
COc1ccc(N2CCN(Cc3ccc(Br)s3)CC2)cc1,96*,3,6,-0.17,0,78*,0.2,8,-6
Cc1cc(OCC(=O)N2CCOCC2)cc2oc(=O)c3ccccc3c12,·,-1,0,-0.42,·,·,·,-31,2
CCN1CCN(C(=O)CS(=O)(=O)Cc2nc(-c3ccc(C)cc3)oc2C)CC1,4,·,3,-0.81,1,20,0.8,·,·
O=C(COC(=O)C12CC3CC(CC(O)(C3)C1)C2)N1CCN(S(=O)(=O)c2ccc(Cl)cc2)CC1,·,2,6,0.0073,·,·,·,-21,20
